# High-throughput results (PubChem)
# KB-3-1 tox – KB-3-1 parental cell cytotoxicity. KB-3-1 viability, CellTiter-Glo ATP luminescence, 72 h. Potency, µM (series often up to 46.1 µM), for inactives: top-dose activity change, negative = cytotoxic, hits mostly cytotoxic. 1.4% of 400,000 active; note: potency is the fitted concentration of half-maximal effect; % is set by controls: 0 for no effect and ±100 for the full control effect; nearly all actives have a fitted effect of over 60% in size
#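 Screening of KB-3-1 cells (DMEM, 10% FBS, phenol-red free) ran from lowest to highest compound concentration; after 72 h at 37 °C viability was read luminescently and curves fitted.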
# GLP-1R agonist – GLP-1 receptor (human) agonism. P43220. HEK293 GLP-1R CRE-luciferase, luminescence, 4-6 h; cells express a hypersensitive GLP-1R form. Potency, µM (highest dose often 45.6 µM), without a hit: at the top dose activation, most hits filed as activators. 0.007% of 380,000 active; note: potency is the fitted concentration of half-maximal effect; % of control where 0% means no effect
# Target sequence (P43220 whole entry, looked up): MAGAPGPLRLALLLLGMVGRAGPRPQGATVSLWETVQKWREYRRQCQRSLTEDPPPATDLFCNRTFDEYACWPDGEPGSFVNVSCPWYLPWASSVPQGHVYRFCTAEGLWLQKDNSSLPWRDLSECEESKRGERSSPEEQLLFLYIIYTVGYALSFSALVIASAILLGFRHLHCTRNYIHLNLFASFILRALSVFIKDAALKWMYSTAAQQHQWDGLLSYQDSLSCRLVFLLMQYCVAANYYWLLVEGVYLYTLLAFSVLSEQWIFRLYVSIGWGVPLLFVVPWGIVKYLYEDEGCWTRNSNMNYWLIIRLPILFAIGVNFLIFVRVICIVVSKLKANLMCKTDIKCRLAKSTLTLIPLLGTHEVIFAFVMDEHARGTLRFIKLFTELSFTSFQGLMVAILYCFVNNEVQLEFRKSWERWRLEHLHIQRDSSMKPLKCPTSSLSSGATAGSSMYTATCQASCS
# DRD3 antagonist – blocks the human D3 dopamine receptor | P35462 | D3R cells, DiscoveRx beta-arrestin luminescence, antagonist mode; active compounds read low | max response, negative = inhibition, % | 2.5% of 360,000 active | AID 652054; in the data active = max response below about -50%; inconclusive = no clear call, values can overlap the other calls; note: % is set by controls: 0 for no effect and ±100 for the full control effect; mostly tested at two doses, the higher about 12 µM
# Target sequence (P35462 whole entry, looked up): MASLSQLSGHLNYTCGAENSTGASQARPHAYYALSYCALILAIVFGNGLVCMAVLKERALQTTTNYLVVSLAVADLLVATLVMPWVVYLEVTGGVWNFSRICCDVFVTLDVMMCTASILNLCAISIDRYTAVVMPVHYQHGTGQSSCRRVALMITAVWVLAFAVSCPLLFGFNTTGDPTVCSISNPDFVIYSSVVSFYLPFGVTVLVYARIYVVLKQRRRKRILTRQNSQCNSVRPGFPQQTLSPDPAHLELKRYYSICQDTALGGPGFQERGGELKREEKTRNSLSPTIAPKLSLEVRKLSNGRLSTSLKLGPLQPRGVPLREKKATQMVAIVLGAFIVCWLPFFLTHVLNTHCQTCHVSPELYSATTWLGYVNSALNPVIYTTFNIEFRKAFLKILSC
#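 Cells plated overnight at 1500 cells/well, then exposed to library compounds with dopamine controls for 90 minutes at 37 degrees C. DiscoveRx reagent added for 30–60 minutes at room temperature; luminescence read, quantitative HTS format.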
# KB-V1 MDR tox – KB-V1 MDR subline cytotoxicity; KB-V1 MDR cells viability, CellTiter-Glo, 72 h; Potency, µM (doses to about 46.1 µM), for inactives: top-dose activity change, negative = cytotoxicity, hits mostly cytotoxic; 3.4% of 400,000 active; note: potency is the fitted concentration of half-maximal effect; % is set by controls: 0 for no effect and ±100 for the full control effect; nearly all actives have a fitted effect of over 60% in size
#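 Cells of the MDR subline KB-V1 are plated, dosed with compound at multiple concentrations, and incubated 72 h at 37 degrees C; CellTiter-Glo is then added and luminescence read after 10 min.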
# HT1080 IDH1KD tx – toxicity to HT-1080 IDH1 knockdown cells (counter line); Potency, µM (highest dose often 46.1 µM), without a hit: at the top dose activity, negative = toxicity, hits mostly cytotoxic; 2% of 360,000 active; HT-1080 IDH1 knockdown viability, ATP luminescence, 48 h; AID 686971;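 note: potency is the fitted concentration of half-maximal effect; 0% = DMSO wells and -100% = cell-free medium wells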
#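 IDH1KD HT-1080 cells, 750/well, RPMI + 5% FBS; compound pinned after 2 h settling; 48 h, 37 °C; CellTiter-Glo luminescence; % activity normalised to DMSO and no-cell wells; curves fitted, classed by r2 and efficacy.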
# IL1B secr inh – inflammasome signaling inhibition, IL-1 beta readout | THP-1 LPS/ATP IL-1B secretion, AlphaLISA, 16 h; active compounds read low | AID 743279 | activity change, % at 57.5 µM | 4.7% of 360,000 active; in the data active = activity change below about -50%; inconclusive = mostly about -30% to -49%; note: % is set by controls: 0 for no effect and ±100 for the full control effect
#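 Secreted IL-1B measured by AlphaLISA bead assay after 16 h compound exposure of THP-1 cells; compounds (final up to 57.5 uM) added 1 h before LPS (250 ng/mL) and ATP (1.25 mM) stimulation; lower signal means less secretion.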
# SW480 rerep – induces DNA re-replication in SW480 colon adenocarcinoma cells | SW480 DNA re-replication, Hoechst DNA content imaging, 48 h | Potency, µM (highest dose often 46.1 µM), inactives show at the top dose re-replication activation, most hits filed as activators | 1.8% of 340,000 active; note: potency is the fitted concentration of half-maximal effect; % of control where 0% means no effect; nearly all actives have a fitted effect of over 55% in size
#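 Image-based read-out: total Hoechst fluorescence of nuclei (405 nm excitation, 500-530 nm emission), with hits raising the fraction of high-intensity nuclei. SW480 colon cells incubated 48 hr with compounds at 37 C.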
# HT1080NT lethal – kills 2HG-producing HT-1080-NT fibrosarcoma cells. HT-1080-NT fibrosarcoma viability, CellTiter-Glo ATP luminescence, 48 h. Potency, µM (doses to about 46.1 µM), for inactives: at the top dose activity, negative = less viability, actives largely listed as cytotoxic. 1.6% of 360,000 active. AID 686970;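 note: NT is the 2HG producing partner of a matched IDH1 knockdown line; potency is the fitted concentration of half-maximal effect; 0% = DMSO-treated cells and -100% = media-only wells without cells; nearly all actives have a fitted effect of over 55% in size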
#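 Toxicity toward the 2HG-producing NT line was scored as %Activity, normalised to DMSO and no-cell wells, from CellTiter-Glo luminescence after 48 hours' treatment.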
# D3 ag – agonists of human D3 dopamine receptor | P35462 | D3R DiscoveRx beta-arrestin cells, luminescence, 90 min | max activation, % | 0.58% of 410,000 active; in the data active = max activation above about 30%; note: 0% is about no effect; mostly tested at two doses, the higher about 12 µM
#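 Cells at 1500/well, incubated overnight, then treated with pinned compounds (dopamine as control) for 90 min at 37 degrees C. DiscoveRx reagent added for 30 - 60 minutes at room temperature; luminescence read.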
# * hit, by the source's call; ? = inconclusive; . = not tested or not shown; [ ] = another dose, or the depositor's remark. Unless noted, calls come from the whole dose curve; as a rule, active = well fitted curve in the direction sought with a large enough effect; inconclusive = small, poorly fitted or top-dose-only effect, or another doubt; inactive = no such curve, though single readings can be large; an effect the other way counts as inactive or inconclusive.
smiles	KB-3-1 tox	GLP-1R agonist	DRD3 antagonist	KB-V1 MDR tox	HT1080 IDH1KD tx	IL1B secr inh	SW480 rerep	HT1080NT lethal	D3 ag
Cc1ccc2c(c1)cc(CN(Cc1cccnc1)C(=O)c1ccccc1)c1nnnn12	16%	6%	16	-1%	1%	-2	-4%	2%	-2
CCOC(=O)CCCNC(=O)CCNC(=O)c1ccc(OCC(C)C)cc1	0%	-1%	-12	17%	?	-1	-13%	18%	-6
Cc1cc(C)n(C(=O)c2ccc(NC(=O)C3COc4ccccc4O3)cc2)n1 (stereo not drawn)	28%	-7%	24	-1%	24%	33	-1%	?	5
CCN(CC(=O)Nc1ccc(N2CCOCC2)cc1)C(=O)COc1ccccc1OC	0%	9%	-19	-19%	-2%	0	0%	21%	1
O=C(O)Cc1ccc(C(=O)c2ccc(F)cc2)s1	0%	-4%	0	16%	5%	-1	-4%	1%	0
CC1CCc2nn(CC(=O)NCc3ccc(F)cc3)cc2C1 (stereo not drawn)	-12%	2%	1	4%	-3%	12	4%	1%	0
CC(=O)c1cccc(NC(=O)CSc2n[nH]c(=O)n2C2CC2)c1	-2%	5%	-3	1%	2%	-16	0%	-7%	2
O=C(COc1ccc2ccccc2c1Br)Nc1cccnc1	-4%	-5%	-19	2%	-12%	?	-9%	-10%	-9
Cc1noc(-c2ccccc2)c1NC(=O)Nc1ccccc1	1%	2%	-12	-13%	13%	11	-5%	6%	-4
CC(=O)c1ccc(NC(=O)CN2CCN(CC(=O)Nc3ccc(C(C)=O)cc3)CC2)cc1	15%	2%	9	-12%	14%	60	-10%	-3%	4
CCn1cc(/C=C(\NC(=O)c2ccccc2F)C(=O)NCCCn2ccnc2)c2ccccc21	-8%	-2%	-4	-13%	-12%	?	?	-10%	-1
NCc1cccc(CNc2ccc([N+](=O)[O-])cc2C(N)=O)c1	?	-3%	-7	?	2%	24	-1%	-3%	-6
COc1ccc(C(C)C)cc1S(=O)(=O)NCCCn1ccnc1	0%	19%	9	?	5%	-17	-3%	0%	4
Fc1ccc2[nH]c3c(N4CCc5ccccc5C4)ncnc3c2c1	?	13%	23	6.5µM*	2.6µM*	?	-14%	10µM*	12
O=C(N/C(=C\c1cccc([N+](=O)[O-])c1)C(=O)N1CCOCC1)c1cccc(Br)c1	.	-8%	-6	.	-3%	-2	-1%	-4%	-14

# A run of entries of the results above:
smiles	KB-3-1 tox	GLP-1R agonist	DRD3 antagonist	KB-V1 MDR tox	HT1080 IDH1KD tx	IL1B secr inh	SW480 rerep	HT1080NT lethal	D3 ag
O=C(O)Cc1ccc(C(=O)c2ccc(F)cc2)s1	0%	-4%	0	16%	5%	-1	-4%	1%	0
CC1CCc2nn(CC(=O)NCc3ccc(F)cc3)cc2C1 (stereo not drawn)	-12%	2%	1	4%	-3%	12	4%	1%	0
CC(=O)c1cccc(NC(=O)CSc2n[nH]c(=O)n2C2CC2)c1	-2%	5%	-3	1%	2%	-16	0%	-7%	2

# (further entries)
smiles	KB-3-1 tox	GLP-1R agonist	DRD3 antagonist	KB-V1 MDR tox	HT1080 IDH1KD tx	IL1B secr inh	SW480 rerep	HT1080NT lethal	D3 ag
C[C@H](NC(=O)[C@@H]1CSC2c3ccccc3C(=O)N21)C(=O)NC1CCCC1 (stereo partly drawn)	-5%	-2%	6	8%	19%	53	-18%	20%	1
CC1(c2nnc(Cc3ccccc3)o2)CC(c2ccc([N+](=O)[O-])cc2)=NO1 (stereo not drawn)	-5%	-3%	?	-1%	0%	-4	-8%	-1%	-21
CC[C@@]1(C(=O)OC)N[C@H](CN(C)C(=O)Nc2ccc(C)cc2)[C@@H]2C(=O)N(C)C(=O)[C@@H]21	0%	1%	0	0%	7%	34	?	7%	3
CCC(=O)N1CCN(c2ccc(NC(=O)COc3ccc(C)cc3C)cc2)CC1	-25%	14%	11	-17%	?	22	0%	-4%	17
O=C(Cn1ccc([N+](=O)[O-])n1)N1CCc2ccccc21	-1%	2%	-10	2%	5%	3	?	5%	3
COc1ccccc1NC(=O)/C(=N/OCc1ccc(F)cc1)C(C)=O	-11%	15%	-19	-21%	0%	22	-8%	-12%	-8
COc1ccc2oc(-c3ccccc3)c(C(=O)O)c2c1	-7%	-6%	?	9%	8%	-5	-4%	8%	5
Cc1ccc(-c2cc(C(=O)Nc3ccc(S(=O)(=O)N4CC(C)OC(C)C4)cc3)[nH]n2)c(O)c1 (stereo not drawn)	-18%	6%	-9	-4%	-12%	-22	-75%[inhibitor]	?	-4
Cc1ccnc(NC(=O)c2cccc(NC(=O)c3ccccc3C)c2)c1	4%	-3%	-10	-15%	7%	29	-1%	15%	5
Cc1cc(C)c2nc(-c3cccnc3)cc(C(=O)Nc3ccc(S(=O)(=O)Nc4onc(C)c4C)cc3)c2c1	-4%	2%	14	0%	-28%	16	-11%	?	0
COc1cc(C(=O)N2CCCCC2c2cc(C(=O)NC(C)C)no2)cc(OC)c1C (stereo not drawn)	0%	-6%	-2	-1%	17%	15	.	?	3
CS(=O)(=O)c1ccc(-c2sc3cc4c(cc3c2C(=O)NN2CCOCC2)OCO4)cc1	24%	-9%	15	?	7%	6	-2%	12%	7
Cc1nc(C)c(-c2ccc(SCc3ccccc3C)nn2)s1	-14%	26%	-1	0%	0%	-4	-6%	0%	-2
Cn1c(=O)c2[nH]c(N3CCOCC3)nc2n(-c2ccccc2)c1=O	?	-7%	-7	30%	7%	18	3%[9.22 µM]	16%	2
CC(C)(C)OC(=O)C1C(=O)CC(C)(O)C(C(=O)OC(C)(C)C)C1c1cccnc1 (stereo not drawn)	-3%	2%	-17	-5%	2%	-11	0%	3%	6

# Going on with the list.
Structure | KB-3-1 tox | GLP-1R agonist | DRD3 antagonist | KB-V1 MDR tox | HT1080 IDH1KD tx | IL1B secr inh | SW480 rerep | HT1080NT lethal | D3 ag
Cc1ccc(NC(=O)c2noc3c2CC(C(C)(C)C)CC3)cc1 (stereo not drawn) | -21% | 0% | -13 | -17% | 6% | -27 | 1% | 18% | 3
CCCCCOC(=O)Nc1ccc(S(=O)(=O)Nn2cnnc2)cc1 | -1% | -5% | -18 | -3% | 14% | 30 | -2% | -1% | -7
CCN(CC)S(=O)(=O)c1ccc(C(=O)N2CCc3ccccc32)cc1 | 4% | 3% | -15 | -15% | 1% | -5 | 1% | 7% | -3
COc1ccccc1-c1c(NC(=O)c2ccco2)n(C)c2ccccc2c1=O | 8% | 8% | 0 | 7% | 12% | 26 | -11% | 0% | -1
CC(OC(=O)CNC(=O)c1ccc(Cl)cc1)C(=O)NC1CCCCC1C (stereo not drawn) | -2% | 6% | -10 | 28% | 6% | -2 | 17% | 12% | -1
Nc1nc2ccccc2n1CCOc1ccccc1Cl | -22% | 7% | 4 | ? | ? | -80* | 9% | ? | 0
C[C@H]1C=C(C(=O)N2CCN(Cc3ccc4c(c3)OCO4)CC2)O[C@@H](OCc2ccc(CO)cc2)C1 | -12% | 9% | -4 | -12% | -4% | -23 | -31%[inhibitor][9.22 µM] | -2% | -8
COc1ccc(S(=O)NC2CCCCC2)c(OC)c1C (stereo not drawn) | -7% | -15% | 0 | -6% | -2% | 3 | -8% | -2% | 2
COc1ccc(CC(=O)Nc2c3c(nn2-c2ccccc2C)CS(=O)C3)cc1 (stereo not drawn) | -1% | -10% | -28 | 0% | -2% | 42 | 0% | 2%[9.24 µM] | -7
COc1ccc(C(=O)/C=C2/C(=O)Nc3ccccc32)cc1OC | 0% | -9% | -1 | 6% | -10% | -82* | ? | -9% | 0
CC1O[C@@H]2O[C@](O[C@H](C)CC[C@@H](C)O)(c3ccccc3)O[C@@H]2C[C@H]1O (stereo partly drawn) | 0% | 4% | -2 | -2% | -2% | 14 | -42%[inhibitor] | -3% | 2
Cc1ccc(C(=O)Nn2cnc3scc(-c4cccs4)c3c2=O)c(O)c1 | -5% | -2% | -6 | ? | -6% | 33 | 47% | -30% | 10
O=C1Nc2ccccc2N=C(c2ccccc2)C1N(Cc1ccc(F)cc1)C(=O)c1cccnc1 (stereo not drawn) | 0% | -3% | 39 | 1% | 0% | -5 | . | 1% | 6
O=C(NCc1cccnc1)c1cc(C2CCCCN2C(=O)c2ccc3ccccc3c2)on1 (stereo not drawn) | 0% | 11% | -5 | 3% | 0% | -4 | . | -6% | 2
NC(=O)c1ccccc1N/C=C/C(=O)c1ccco1 | -5% | 0% | 9 | 7% | -3% | -2 | -2%[9.22 µM] | 3% | 1
Cc1sc2ncnc(N3CCC(C(=O)Nc4ccc(F)cc4Cl)CC3)c2c1C | -13% | 8% | -2 | -13% | -14% | -11 | -8% | -7% | 1
O=C(NCc1ccc(F)cc1F)[C@@H]1CCCN1C(=O)[C@@H]1CCCN1C(=O)c1cccc(Cl)c1 | ? | -2% | -17 | -6% | 8% | ? | . | 11% | -2

# Entries shown so far that contain bromine (two):
Structure | KB-3-1 tox | GLP-1R agonist | DRD3 antagonist | KB-V1 MDR tox | HT1080 IDH1KD tx | IL1B secr inh | SW480 rerep | HT1080NT lethal | D3 ag
O=C(COc1ccc2ccccc2c1Br)Nc1cccnc1 | -4% | -5% | -19 | 2% | -12% | ? | -9% | -10% | -9
O=C(N/C(=C\c1cccc([N+](=O)[O-])c1)C(=O)N1CCOCC1)c1cccc(Br)c1 | . | -8% | -6 | . | -3% | -2 | -1% | -4% | -14
